Screens from PubChem BioAssay.
Hsp70 displacement: small molecules displacing fluorescent ligand from Hsp70 – biochemical, fluorescence polarization, primary screen (AID 583). actives 0.06% (n = 140,000). Hsp70 fluorescence polarization probe displacement, mP; higher % means a stronger effect. one-dose displacement, % at 20 µM; IC50 in µM for titrated hits; in the data active = displacement above about 50%;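 also: plate controls were vehicle for no effect and reference ligand for full effect; a part of the inactive calls stands beside numbers as strong as those of hits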
Rat MKP-3 inhibitors: MKP-3 phosphatase inhibitors, primary screen, biochemical, rat enzyme, in vitro (AID 425); actives 0.17% (n = 110,000); one-dose inhibition, % at 20 µM; IC50 in µM for titrated hits; recombinant MKP-3 phosphatase activity, fluorescence; higher % means a stronger effect; in the data active = inhibition above about 50%;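 also: plate controls were vehicle for no effect and reference inhibitor for full effect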
Numbers without * were called inactive; · = not tested or not shown.

Hsp70 displacement	Rat MKP-3 inhibitors	Compound
-1.6%	5.3%	Cc1onc(-c2c(Cl)cccc2Cl)c1C(=O)Nc1ccc(S(=O)(=O)Nc2nccs2)cc1
0.5%	·	COC(=O)c1ccc(Cn2cnc3c(cnn3-c3ccc(C)c(C)c3)c2=O)o1
-2.8%	-7.0%	COc1cc(Br)cc2cc(C(=O)N3CCCCC3C)c(=O)oc12 (stereo not given)
-1.1%	2.4%	CCCC(=O)Nc1ccc(NC(=O)c2cccc([N+](=O)[O-])c2)cc1
1.6%	·	Nc1cccc(-c2nc3ccccc3[nH]2)c1
2.3%	-9.8%	Cc1ccc2[nH]c3c(N4CCN(Cc5ccccc5)CC4)ncnc3c2c1
-1.0%	1.3%	CN1C2=NC(=O)/C(=C/c3ccc([N+](=O)[O-])s3)N2c2ccccc21
0.8%	0.9%	O=C(NN1C(=O)/C(=C/c2ccc(Br)cc2)SC1=S)c1ccncc1
-6.5%	-10.9%	O=C(NC1CCCC1)C(c1ccc(N2CCOCC2)cc1)N(Cc1ccco1)C(=O)c1ccco1 (stereo not given)
6.7%	·	CC(=O)c1cnc2c(-c3ccccc3)cnn2c1C
-2.2%	4.4%	COc1cc(C(=O)NC(NC(=S)Nc2ccc(Cl)cc2Cl)C(Cl)(Cl)Cl)cc(OC)c1OC (stereo not given)
5.0%	-10.4%	CCN1CCN(C(c2ccccc2OC)c2nnnn2C2CCCCC2)CC1 (stereo not given)
4.2%	3.3%	O=C(CCn1c(=O)[nH]c2ccsc2c1=O)N1CCc2ccccc2C1
-6.4%	3.8%	O=C(Nc1ccc(Cl)c(-c2nc3ccccc3o2)c1)c1cccc(F)c1
-0.2%	-7.5%	COc1ccc(N=C2C(=O)Nc3c(C)cccc32)cc1
-1.5%	0.1%	CC(C)(C)NC(=O)COC(=O)c1snc(C(=O)NC2CCCCC2)c1N
-0.2%	-1.3%	O/C(=C\Sc1nnc(Cc2ccccc2)o1)c1ccc(Br)cc1
-2.3%	-11.9%	CCCCN(C(=O)c1ccc(Cl)cc1)C1CC2CCC(C1)N2C (stereo not given)
-1.1%	3.2%	COCCCNC(=O)C(=O)Nc1cc(C)ccc1OC
4.4%	3.1%	NC(=O)CSc1nnc(-c2ccc(S(=O)(=O)N3CCOCC3)cc2)n1Cc1ccccc1
2.5%	2.6%	O=C(NC(Cc1ccccc1)C(=O)NCCc1c[nH]c2ccccc12)OCc1ccccc1 (stereo not given)
-0.4%	-14.1%	CCC/C(O)=C1\C(=O)CCCC1=NC(C)C(=O)O (stereo not given)
-3.9%	2.2%	COc1ccc2nc(SCC(=O)Nc3ccc(C)cc3)[nH]c2c1
-6.2%	-4.1%	Cc1ccccc1-c1nnc(NC(=O)Nc2ccc(Cl)c(Cl)c2)s1
-1.9%	·	NC(=O)CC(c1ccccc1)c1ccco1 (stereo not given)
0.2%	-12.1%	O=c1[nH]c(NCCO)nc2c1C1(CCCCC1)Cc1ccccc1-2
6.0%	-1.0%	COc1ccc(-c2nc3c(n2O)CCc2c-3no[n+]2[O-])cc1
-2.1%	·	COc1ccc2c(CC(=O)NCC3CCC(C(=O)O)CC3)cc(=O)oc2c1 (stereo not given)
-4.7%	·	CC(=O)Nc1sc2c(c1CN1CCN(C)CC1)CCCC2
5.7%	1.4%	COc1ccc(-c2noc(CCCC(=O)O)n2)cc1
-1.3%	1.2%	O=C(O)CCC(C(=O)O)N1C(=O)/C(=C\C(Cl)=C/c2ccc([N+](=O)[O-])cc2)SC1=S (stereo not given)
4.0%	·	CC(=O)SC(C[N+](=O)[O-])c1cn(C(C)=O)c2ccccc12 (stereo not given)
1.1%	-0.4%	O=C(CCn1c2ccccc2c2ccccc21)NNC(=S)Nc1ccccc1
4.7%	0.4%	Cc1ccc2cc(CN(Cc3cccs3)Cc3nnnn3CC3CCCO3)c(=O)[nH]c2c1C (stereo not given)
-2.4%	-8.8%	c1ccc(-c2nnc3n2N=C(c2ccc4c(c2)OCO4)CS3)nc1
4.2%	0.5%	O=C1/C(=C\c2ccc(OS(=O)(=O)c3ccccc3[N+](=O)[O-])cc2)SC(=S)N1c1ccccc1
-2.4%	2.9%	CCOc1cccc(/C=N/NC(=O)C2=C(C)Nc3ccccc3S2)c1O
4.3%	-2.9%	CC(C(=O)NC1CCCC1)N(C(=O)c1snc(C(N)=O)c1N)c1ccc2c(c1)OCCO2 (stereo not given)
5.1%	0.6%	O=C1C=CC(=O)N1Nc1c(Cl)cc(Cl)cc1Cl
·	4.7%	CN(C)c1ccnc2sc(C(=O)c3ccc(Br)cc3)c(N)c12
2.9%	-4.2%	O=C(/C=C/c1ccc(Cl)cc1)Nc1cccc(Br)c1
-2.6%	-2.0%	Cc1ccc(S(=O)(=O)Nc2nc3ccc(S(=O)(=O)N4CCCC4)cc3s2)cc1
-5.0%	·	Cn1ncc(C#N)c1NC(=O)C1CC(c2ccc(Cl)cc2)=NO1 (stereo not given)
0.7%	0.6%	CC(=O)Nc1ccc(S(=O)(=O)NNc2ccccc2)cc1
-0.3%	·	COc1ccc(/C=N\NS(=O)(=O)c2ccc(Br)cc2)cc1COc1ccccc1[N+](=O)[O-]
-1.5%	-15.7%	O=c1c2c3c(sc2nc2n1CCCCC2)CCCCC3
6.3%	3.4%	O=C(/C=C/c1ccccc1)Nc1ccc([N+](=O)[O-])cc1
1.3%	·	CC1(C)Cc2ccccc2-c2nnc(-c3ccco3)n21
-7.0%	5.3%	Cc1cc(NC(=O)CCCSc2nc(-c3ccco3)cc(C(F)(F)F)n2)no1
2.7%	·	CC(=O)c1cc2c(cc1NC(=O)CCNC(=O)c1ccccc1Cl)OCO2

(more compounds)
Hsp70 displacement	Rat MKP-3 inhibitors	Compound
3.2%	-14.5%	CC1CC(C)CN(C(=O)CSCC(=O)Nc2nc(-c3cccs3)cs2)C1 (stereo not given)
0.6%	2.9%	CN(C)C(=O)N1CCC(C(=O)NCc2ccccc2Cl)CC1
5.4%	-0.1%	CN(C)S(=O)(=O)NCc1ccc2c(c1)OCO2
2.1%	0.5%	CCCCCc1ccc(-c2ccc(-c3ncc([N+](=O)[O-])cn3)cc2)cc1
-0.5%	-5.6%	CCOC(=O)c1c(-c2ccccc2)oc2ccc(O)c(CN3CCOCC3)c12
1.0%	·	Cc1ccc(CNc2nc(N)c([N+](=O)[O-])c(Nc3cccc(F)c3)n2)cc1
2.3%	6.6%	N=C1S/C(=C\c2ccc3c(c2)OCO3)C(=O)N1c1ccc(F)cc1
4.7%	0.4%	CCc1nnc(NC(=O)CC(=O)Nc2ccccc2C(=O)O)s1
3.7%	-0.4%	Cc1nonc1OCCCNc1ccc([N+](=O)[O-])cc1Cl
-4.8%	0.9%	Cc1cc(C(=O)Nc2nnc(C(F)(F)F)s2)no1
0.9%	·	CC(=C/C(=O)O)/C=C/c1ccc(Cl)o1
-2.8%	1.6%	COc1ccc(CCNC2CC(=O)N(c3ccc(I)cc3)C2=O)cc1OC (stereo not given)
-1.3%	·	Cc1ccc(NC(=O)c2cc(-c3ccc(C)o3)nc3ccccc23)cc1
-1.8%	-8.8%	Cc1c(C(=O)Nc2ccc(N3CCOCC3)cc2)oc2ccccc12
-2.2%	-11.3%	CCC(=O)Nc1sc2c(c1C(=O)Nc1ccc(OC)cc1)CCC2
4.2%	3.9%	O=C(c1cc2ncc(Br)cn2n1)N1CCCCC1
2.6%	3.0%	CCC(=O)N1CCc2cc(S(=O)(=O)NCCC(=O)N3CCc4ccccc4C3)ccc21
5.2%	-12.3%	Cc1nc(SCC(=O)NCc2ccccc2)c2c(=O)n(C)c(=O)n(C)c2n1
-4.6%	3.1%	O=C(N=C1SCC(=O)N1c1ccccc1)c1ccco1
0.8%	-2.0%	CCCn1c(SCC(=O)Nc2nnc(CC)s2)nc2c1c(=O)n(C)c(=O)n2C
1.3%	-5.4%	CC(C)CCNC(=O)NC(=O)CSc1nnc(-c2ccccc2F)n1N
-1.3%	-9.6%	CCOC(=O)Cc1csc(NC(=O)CSc2nnc(-c3ccc(F)cc3)o2)n1
5.6%	-0.6%	COc1ccc(OCCSc2nnnn2C2CCCCC2)cc1
-33.7%	1.2%	Cc1ccc(/C(O)=C/c2nc3ccccc3[nH]c2=O)o1
-6.5%	3.0%	FC(F)Oc1cccc2cccnc12
10.3%	·	O=C(O)C1CC=CCC1C(=O)c1ccccc1 (stereo not given)
-6.2%	-3.2%	CCOC(=O)CN1C(c2ccccc2OC)Nc2ccc(Br)cc2C1c1ccccc1 (stereo not given)
-1.1%	-1.9%	O=C1CC(c2ccccc2)CN1C(=O)c1ccccc1 (stereo not given)
-1.0%	-1.7%	CCCCC1CC1C(=O)Nc1ccc(OC)c(OC)c1 (stereo not given)
2.1%	·	CC(C)C(=O)N(Cc1ccccc1)c1ccccn1
0.7%	-0.5%	O=[N+]([O-])c1cccc(CSc2nc3ccccc3[nH]2)c1
4.1%	0.1%	O=C(Cn1c(=O)n(CC2CCCO2)c(=O)c2ccccc21)N1CCN(c2ccccc2)CC1 (stereo not given)
0.5%	-1.3%	C=CCOc1ccc(C(=O)Nc2ccccn2)cc1
-1.9%	·	O=C(O)c1cn(-c2ccccc2)nc1-c1ccc(Cl)cc1
-2.1%	·	CCOC(=O)Cn1c(C)cc(=O)c2ccccc21
1.6%	-3.8%	O=C(CC1(O)C(=O)Nc2ccc(Br)cc21)c1cccs1 (stereo not given)
-1.8%	2.5%	COC(=O)c1c(NC(=S)Nc2ccccc2)sc(Cc2ccccc2)c1C
0.1%	·	Cc1cc(C)cc(C(=O)O/N=C(\N)c2ccc(Br)cc2)c1
0.2%	-6.2%	C=C(C)CSc1nnc([C@H](CCSC)NC(=O)OC(C)(C)C)o1
1.1%	0.1%	Cc1ccc(/C(N)=N/OC(=O)c2ccc(Br)cc2)cc1
3.2%	1.2%	CC(C)/C(=N\NS(=O)(=O)c1ccc(Br)cc1)c1cccs1
2.3%	-2.2%	COc1ccc(CCN=C(C)C2=C(O)CSC2=O)cc1OC
1.7%	-3.6%	O=S(=O)(NCc1ccc2c(c1)OCO2)c1cnc[nH]1
7.9%	-4.0%	O=C(COc1ccccc1)N1CCN(S(=O)(=O)Cc2ccccc2)CC1
6.2%	-1.0%	O=C1CC(C(=O)NC2CCCCC2)C(c2ccccc2)O1 (stereo not given)
1.2%	-11.3%	O=C(O)COc1nsnc1N1CCOCC1
-6.6%	1.3%	CSCC[C@H](NC(=O)OC(C)(C)C)c1nnc(SCC(=O)Nc2c(C)cccc2C)o1
4.4%	-2.0%	COc1cc2c(cc1OC)C(Nn1cnnc1)=NC1(CCCC1)C2
1.1%	-3.0%	CC(C)(C)NC(=O)C1N(c2cccnc2)C(=O)C2C(C(=O)Nc3ccccc3F)C3(C)C=CC21O3 (stereo not given)
2.1%	11.8%	CN1C(=O)/C(=C2\SC(=S)N(C(CCC(=O)O)C(=O)O)C2=O)c2ccccc21 (stereo not given)

For convenience, 7 of the compounds above:
Hsp70 displacement	Rat MKP-3 inhibitors	Compound
-1.6%	5.3%	Cc1onc(-c2c(Cl)cccc2Cl)c1C(=O)Nc1ccc(S(=O)(=O)Nc2nccs2)cc1
0.5%	·	COC(=O)c1ccc(Cn2cnc3c(cnn3-c3ccc(C)c(C)c3)c2=O)o1
-2.8%	-7.0%	COc1cc(Br)cc2cc(C(=O)N3CCCCC3C)c(=O)oc12 (stereo not given)
-1.1%	2.4%	CCCC(=O)Nc1ccc(NC(=O)c2cccc([N+](=O)[O-])c2)cc1
1.6%	·	Nc1cccc(-c2nc3ccccc3[nH]2)c1
2.3%	-9.8%	Cc1ccc2[nH]c3c(N4CCN(Cc5ccccc5)CC4)ncnc3c2c1
-1.0%	1.3%	CN1C2=NC(=O)/C(=C/c3ccc([N+](=O)[O-])s3)N2c2ccccc21

Compound profiles (already shown). Screens in order: Hsp70 displacement	Rat MKP-3 inhibitors
Shown for CC(C)C(=O)N(Cc1ccccc1)c1ccccn1 = 2.1%	·
Shown for O=S(=O)(NCc1ccc2c(c1)OCO2)c1cnc[nH]1 = 1.7%	-3.6%

Continued.
Hsp70 displacement	Rat MKP-3 inhibitors	Compound
6.5%	·	COc1cc2c(cc1OC)C(c1ccc(-c3ccc(Cl)c(Cl)c3)o1)=NCC2
3.5%	-0.8%	C(=N\c1nc2ccccc2s1)/c1ccc(/C=N/c2nc3ccccc3s2)cc1
2.4%	0.3%	Cc1[nH]c2ccccc2c1C=Nc1ccccc1C(=O)Nc1ccccc1
-8.3%	2.4%	O=C(CSc1n[nH]c(=O)[nH]c1=O)c1ccc(Cl)cc1
4.5%	·	CCOC(=O)c1nn(-c2ccccc2C)c2nc(CC(C)C)c(C#N)c(=O)n12
7.4%	-9.6%	COc1ccccc1N(O)C1CC(=O)N(c2ccc(F)cc2)C1=O (stereo not given)
-5.1%	4.5%	C=CCn1c(SCC(=C)C)nc2c1c(=O)[nH]c(=O)n2C
3.5%	4.1%	CCOC(=O)N1CCN(C(c2ccccc2)c2ccccc2)CC1
5.4%	3.4%	CC1(C)COC(COc2ccc(Cl)cc2)=N1
6.0%	·	Cc1c(NS(=O)(=O)N2CCCCC2)c(=O)n(-c2ccccc2)n1C
-0.2%	0.1%	O=C(COC(=O)c1cccc(C#Cc2ccccc2)c1)c1ccc([N+](=O)[O-])cc1
-4.1%	·	CC(C)NC1=C(Cl)C(=O)c2ccccc2C1=O
-3.4%	6.8%	CC(=O)c1sc(NC(=O)c2cc(Cl)ccc2[N+](=O)[O-])nc1C
·	-1.1%	CCCNC(=O)c1[nH]c(C)c(C(C)=O)c1C
-6.8%	·	CCOC(=O)c1c(CN2CCOCC2)n(-c2ccccc2)c2cc(Br)c(O)c(CN(C)C)c12

These rows are one share of the data; count on the stated rates, not on these rows.
